PTHR1 ag = activates the human parathyroid hormone receptor PTHR1 | Q03431 | HEK293 GP2 PTHR1 cells, GloSensor cAMP luminescence, 1 h | Potency, µM (top dose mostly 115 µM), without a hit: at the top dose activation, usual class: activators | 410,000 compounds, 0.075% hits; also: potency is read from the fitted curve at half-maximal effect; nearly all actives have a fitted effect of over 55% in size; some results filed as inactive show a strong effect at the top dose; inactives centre near -15; many of its hits are not listed in these tables
Target sequence (Q03431 whole entry, looked up): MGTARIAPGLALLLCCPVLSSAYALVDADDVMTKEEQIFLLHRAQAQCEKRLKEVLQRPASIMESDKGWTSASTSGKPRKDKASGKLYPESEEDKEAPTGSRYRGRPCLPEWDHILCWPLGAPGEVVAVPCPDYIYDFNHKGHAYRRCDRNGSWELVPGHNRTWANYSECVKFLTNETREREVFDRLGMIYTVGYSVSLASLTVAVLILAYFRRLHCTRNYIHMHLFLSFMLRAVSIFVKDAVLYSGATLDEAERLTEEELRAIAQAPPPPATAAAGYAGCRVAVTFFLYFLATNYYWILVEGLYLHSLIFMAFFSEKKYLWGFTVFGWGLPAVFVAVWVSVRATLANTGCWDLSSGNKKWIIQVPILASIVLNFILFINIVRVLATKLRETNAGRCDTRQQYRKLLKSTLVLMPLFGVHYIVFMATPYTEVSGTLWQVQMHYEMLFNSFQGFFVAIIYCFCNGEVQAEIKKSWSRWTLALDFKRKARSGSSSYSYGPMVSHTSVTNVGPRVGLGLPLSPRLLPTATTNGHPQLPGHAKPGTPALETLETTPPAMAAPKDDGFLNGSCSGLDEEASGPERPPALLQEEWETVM
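HEK-293-derived GP2 cells expressing PTHR1 and a GloSensor cAMP reporter, 3,000/well, plated overnight, given luciferin plus IBMX (each 0.5 mM as added) for 1 h at 37 °C, then compound for 1 h at 37 °C. Luminescence was read after 15 min at room temperature.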
GLP1R inv ag = GLP-1 receptor (human) inverse agonism. Potency, µM (highest dose often 38.3 µM), for inactives: top-dose activity change, negative = inhibition, actives largely listed as inhibitors. 410,000 compounds, 1.6% hits. HEK293 GLP-1R CRE-luciferase, luminescence, 24 h; GLP-1R form is constitutively active; also: potency is read from the fitted curve at half-maximal effect; % is scaled to controls: 0 for no effect and ±100 for the full control effect; nearly all actives have a fitted effect of over 55% in size
Target sequence (P43220 whole entry, looked up): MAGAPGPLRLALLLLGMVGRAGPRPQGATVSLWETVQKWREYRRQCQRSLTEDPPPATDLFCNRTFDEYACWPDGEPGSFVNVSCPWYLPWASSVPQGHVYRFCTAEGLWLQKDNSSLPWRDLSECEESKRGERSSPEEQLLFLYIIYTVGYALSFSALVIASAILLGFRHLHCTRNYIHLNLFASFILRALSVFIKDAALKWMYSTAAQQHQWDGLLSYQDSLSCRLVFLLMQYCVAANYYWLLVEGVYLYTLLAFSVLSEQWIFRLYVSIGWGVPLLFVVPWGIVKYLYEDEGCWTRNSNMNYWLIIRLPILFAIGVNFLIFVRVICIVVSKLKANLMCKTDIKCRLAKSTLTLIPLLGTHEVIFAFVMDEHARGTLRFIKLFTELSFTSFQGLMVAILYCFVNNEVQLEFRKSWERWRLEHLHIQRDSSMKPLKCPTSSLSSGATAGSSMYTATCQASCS
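Constitutively active GLP-1R drives a cAMP-responsive luciferase in stably transfected HEK293 cells; test compounds are added after overnight (12 h) attachment and left 24 hr, and signal loss in luminescence marks inhibition.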
FUS suppressor = FUS proteinopathy suppression in yeast; S. cerevisiae FUS-expressing, growth rescue, OD600, 24 h; Potency, µM (series often up to 76.6 µM), for the others: at the top dose growth rescue (activation), hits mostly activators; 390,000 compounds, 0.24% hits; AID 1347120;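 also: potency is read from the fitted curve at half-maximal effect; plate controls were DMSO vehicle for no effect and reference control for full effect; nearly all actives have a fitted effect of over 55% in size; some results filed as inactive show a strong effect at the top dose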
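Yeast expressing FUS under galactose induction, OD 0.005 in 2% galactose medium; compounds in a dilution series, 24 h at 30C. Growth rescue by absorbance at 600 nm; CP55940 positive control, DMSO negative.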
aSyn yeast inh = inhibitors of alpha-synuclein toxicity in yeast | AID 652106 | Yeast expressing alpha-synuclein, growth rescue, BacTiter-Glo, 24 h | 370,000 compounds, 0.14% hits | Potency, µM (doses to about 46.1 µM), for inactives: at the highest dose growth rescue (activation), usual class: activators; also: potency is read from the fitted curve at half-maximal effect; % of control where 0% means no effect; nearly all actives have a fitted effect of over 65% in size
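Readout is rescue of growth in alpha-synuclein-expressing yeast, so inhibitors of toxicity appear as activators. Growth after 24 hr at 30 deg C in galactose medium is quantified by luminescence.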
Akt phos inh = Akt phosphorylation inhibition | Neuro2A IGF-stimulated pAkt S473 HTRF, 20 min; stronger effect = lower value | 360,000 compounds, 0.32% hits | activity change, % for hits at 50 µM; in the data active = activity change below about -80%; inconclusive = mostly about -51% to -80%; also: % is scaled to controls: 0 for no effect and ±100 for the full control effect
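Neuro2A cells in DMEM with 0.5% FBS, overnight at 37 deg C, given compound at single 50 µM final, then IGF (6 nM final) for 20 min at 37 deg C. Lysed; phospho-Akt Ser473 by HTRF after 24 h, 665/615 ratio.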
TDP43 rescue = rescues yeast growth from TDP-43 toxicity. AID 652104. Potency, µM (top dose mostly 46.1 µM), without a hit: at the highest dose growth rescue (activation), most hits filed as activators. 410,000 compounds, 1.8% hits. TDP-43 expressing yeast growth rescue, BacTiter-Glo, 24 h; also: potency is read from the fitted curve at half-maximal effect; % of control where 0% means no effect; nearly all actives have a fitted effect of over 50% in size
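Cell-based yeast growth screen: TDP-43 expression induced in galactose, inoculum OD600=0.02 after raffinose pregrowth to mid-log. Read-out BacTiter-Glo luminescence at 24 hr, 30 deg C; inhibition of toxicity seen as signal increase.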
D3 antag = D3 dopamine receptor (human) antagonism. P35462. D3R cells, DiscoveRx beta-arrestin luminescence, antagonist mode; stronger effect = lower value. max response, negative = inhibition, %. 360,000 compounds, 2.5% hits. AID 652054; in the data active = max response below about -50%; inconclusive = no clear call, values can overlap the other calls; also: % is scaled to controls: 0 for no effect and ±100 for the full control effect; mostly tested at two doses, the higher about 12 µM
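Cells expressing the human receptor were seeded at 1500 cells/well, incubated overnight at 37 degrees C in 5% CO2, then exposed to library compounds with dopamine controls for 90 minutes at 37 degrees C before luminescent detection.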
GLP-1R agonist = activates the human GLP-1 receptor. Potency, µM (titrated, usually from 45.6 µM), inactives show at the highest dose activation, actives largely listed as activators. 380,000 compounds, 0.007% hits. P43220. HEK293 GLP-1R CRE-luciferase, luminescence, 4-6 h; cells express a hypersensitive GLP-1R form; also: potency is read from the fitted curve at half-maximal effect; % of control where 0% means no effect
Abeta yeast res = compounds reversing amyloid beta toxicity in yeast; yeast expressing A-beta42, growth rescue, OD600, 48 h; response scale: 0% DMSO, 100% iron-clioquinol control; 410,000 compounds, 0.063% hits; Potency, µM (doses to about 46.1 µM), for inactives: at the top dose growth rescue, most hits filed as activators; AID 1347071; also: potency is read from the fitted curve at half-maximal effect; nearly all actives have a fitted effect of over 55% in size
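Growth rescue measured by 600 nm absorbance after 48 h yeast culture at 30 C with compound. Values normalized between DMSO and an equimolar ferric chloride plus clioquinol control.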
Starred values were filed as active, the others as inactive; i = inactive; ? = inconclusive; nt = no result given; & = joins results of further samples; [ ] = dose if it differs, or a comment. Unless noted, calls follow the shape of the dose curve; as a rule, active = well fitted curve in the direction sought with a large enough effect; inconclusive = small, poorly fitted or top-dose-only effect, or another doubt; inactive = no such curve, though single readings can be large; an effect the other way counts as inactive or inconclusive. The list is partial; the hit share may differ from the screen's.

SMILES	PTHR1 ag	GLP1R inv ag	FUS suppressor	aSyn yeast inh	Akt phos inh	TDP43 rescue	D3 antag	GLP-1R agonist	Abeta yeast res
COc1ccc(-c2nn(C)c3sc(C(=O)Nc4cc(OC)c(OC)c(OC)c4)cc23)cc1OC	?	43%[activator]	?	nt	nt	14%	nt	nt	3%
O=C(Nc1ccc2cccnc2c1)c1ccc(Br)cc1	i	1%	-6%	0%	i	23%	-4	0%	-28%
CCCCc1nnc(NC(=O)C2CCCO2)s1 (stereo unspecified)	-3%[57.5 µM]	1%	15%	0%	nt	-5%	-12	-8%	-7%
CCCCCN(C(=O)COC(=O)c1ccc(Br)o1)c1c(N)n(CCCC)c(=O)[nH]c1=O	i	-3%	nt	2%	i	2%	-15	4%	-21%
COc1ccc(CCNC(=O)c2cc(C(=O)c3cc(C)ccc3O)cn(CCc3ccc(OC)cc3)c2=O)cc1	-4%	?	14%	16%	i	7%	67	2%	17%
COc1ccccc1-n1cc(CN2CCN(C3CCCCC3)C(CCO)C2)cn1 (stereo unspecified)	-20%	?	21%	-7%	i	5%	-9	0%	-19%
c1ccc(CNn2nnnc2-c2ccccc2)cc1	-12%[57.5 µM]	-20%	15%	-2%	nt	9%	-26	-3%	-4%
Cc1ccc(S(=O)(=O)NC(CC(=O)N2CCc3ccccc32)c2ccco2)cc1 (stereo unspecified)	-24%	-26%	10%	-2%	i	-5%	44	1%	-3%
COc1ccc(/C=C(\NC(=O)c2ccc(Cl)cc2)C(=O)NCc2cccnc2)cc1OC	i	2%	-8%	?	i	7%	65	-1%	-1%
CCn1c(=O)c(=O)n(CC)c2cc(S(=O)(=O)N3CCc4ccccc43)ccc21	-29%	3%	3%	0%	i	-14%	-4	4%	0%
COc1ccc(-c2cn[nH]c2-c2ccc(OCc3ccccc3)cc2O)cc1OC	-39%[inhibitor]	?	?	0%	i	-6%	-15	30%	-6%
COc1ccc(S(=O)(=O)N2CCc3ccccc3C2)cc1C(=O)O	i	4%	-11%	-1%	i	-13%	4	0%	-24%
Cc1cc2nc(/N=C(\N)NC(=O)N3c4ccccc4Sc4ccccc43)nc(C)c2cc1C	-5%	9%&27%	29%&15%	-4%&-5%	i	7%&23%	0&3	8%&-3%	?
O=C(Cn1cc(Cl)c([N+](=O)[O-])n1)NCCC1=CCCCC1	i	?	3%	2%	i	18%	-13	6%	10%
CN(C)C(=O)c1cc2c(c(-c3cccc(-c4ccccc4F)c3)n1)[C@@H](CCO)N(S(C)(=O)=O)C2	-15%	10%	7%	-7%	i	5%	-14	-2%	-12%
COCCn1c(SCC(=O)Nc2cccc(F)c2)nc2c([nH]c3ccccc32)c1=O	i	-7%	-6%	-1%	i	12%	14	-5%	6%
O=C(O)/C=C/c1ccccc1[N+](=O)[O-]	22%	-19%	3%	-1%	i	-12%	0	-3%	-1%
CCOc1cccc(-c2cc(=O)[nH][nH]2)c1	-9%	0%	nt	-3%	i	-4%	?	1%	2%
CCCNC(=O)C1(C)CCCN(Cc2csc(-c3ccccc3)n2)C1 (stereo unspecified)	6%	?	-15%	-5%	i	-15%	-66*	2%	-22%
COc1ccc(CNC(=O)CC2Sc3ccccc3NC2=O)cc1 (stereo unspecified)	-11%	-8%	-34%	-1%	i	17%	17	1%	-4%
CCCCC1CC2=C(C(=O)OC(C)(C)O2)C(c2ccc(F)cc2)O1 (stereo unspecified)	-24%	-21%	17%	8%	i	18%	31	15%	15%
COc1ccc(CN=C(Nc2ccccc2)SC2CC(=O)NC2=O)cc1 (stereo unspecified)	-7%	-16%	9%	1%	i	5%	-6	17%	-11%
COc1cccc(NS(=O)(=O)c2ccc(-c3cc(C)no3)s2)c1	i	?	7%	nt	nt	-17%	nt	nt	-11%
CCCc1c(Cc2cccc(F)c2)ncn1Cc1cccc(-c2ccccc2)c1	-81%	?	38%	3%	i	-10%	-1	nt	5%
CCNc1nc(Sc2ccc(C)cc2)cc(C(F)(F)F)n1	-6%[57.5 µM]	0%	-14%	-30%	i	?	11	1%	?
C/C(=N\NC(=O)C1CC1(C)c1ccccc1)c1ccco1 (stereo unspecified)	i	-23%	-4%	-2%	i	2%	16	-1%	4%
O=C(c1ccc(F)cc1)N1CCC(C(=O)N2CCN(S(=O)(=O)c3cccc(Cl)c3)CC2)CC1	-27%	-17%	19%	-6%	i	24%	14	-6%	4%
CCN1CCc2c(sc(-n3cccc3)c2C(CCC(C)C)NC(=O)NCCC(=O)OC)C1 (stereo unspecified)	-11%	4%	?	nt	nt	2%	nt	nt	-18%
Cc1ccc(/C=N/NC(=O)CSc2nc3ccccc3c(=O)n2-c2ccccc2)s1	-23%	23%	nt	2%	i	20%	1	-4%	-1%
CN(C(=O)COC(=O)c1cc(S(=O)(=O)N2CCOCC2)ccc1F)C1CCS(=O)(=O)C1 (stereo unspecified)	i	2%	8%	1%	i	9%	18	12%	-13%

Copied from the listing (2 entries):
SMILES	PTHR1 ag	GLP1R inv ag	FUS suppressor	aSyn yeast inh	Akt phos inh	TDP43 rescue	D3 antag	GLP-1R agonist	Abeta yeast res
COCCn1c(SCC(=O)Nc2cccc(F)c2)nc2c([nH]c3ccccc32)c1=O	i	-7%	-6%	-1%	i	12%	14	-5%	6%
O=C(O)/C=C/c1ccccc1[N+](=O)[O-]	22%	-19%	3%	-1%	i	-12%	0	-3%	-1%

Other compounds follow.
SMILES	PTHR1 ag	GLP1R inv ag	FUS suppressor	aSyn yeast inh	Akt phos inh	TDP43 rescue	D3 antag	GLP-1R agonist	Abeta yeast res
CN(C)CCn1c(C(=O)Nc2ccccc2)cc2ccccc21	i	-22%	-31%	0%	i	8%	0	-3%	0%[9.22 µM]
COc1cc(/C=C(\CCC(=O)O)c2nc3ccccc3s2)ccc1OCC(=O)Nc1c(Cl)cccc1Cl	-22%	15%	22%	2%	i	7%	5	1%	8%
N/C(Cc1ccc(Cl)cc1)=N\OC(=O)c1ccc2ccccc2c1	-12%[57.5 µM]	7.9µM*	9%	-58%[inhibitor]	i	6.3µM*	7	?	-14%
O=C(NCCc1ccccc1)c1[nH]c(C(F)(F)F)nc1-c1ccccc1	-19%	1%	-5%	-7%	i	0%	10	-1%	4%
O=C1CN(C(=O)c2ccco2)C(c2ccccc2)c2cc(Cl)ccc2N1 (stereo unspecified)	i	?	10%	0%	i	14%	12	-1%	18%
CCn1nc(C(=O)OCC(=O)N(CC(C)C)c2c(N)n(Cc3ccccc3)c(=O)[nH]c2=O)c2ccccc2c1=O	-5%	30%[activator]	24%	0%	i	11%	-12	5%	-3%
Fc1ccc(CNc2ncnc3cc(Cl)ccc23)cc1	-21%	?	-32%	-1%	i	3%	-10	-3%	3%
CN1CCc2nc(NC(=O)COc3ccc(C#N)cc3)sc2C1	-15%	18%	-1%	-2%	i	-16%	-7	5%	-16%
CC(OC(=O)c1ccc(Cl)c(S(=O)(=O)Nc2ccc(F)cc2)c1)C(=O)NC(N)=O (stereo unspecified)	-35%[inhibitor]	6%	13%	8%	i	-13%	-5	4%	1%
Cc1ccc(C(=O)NC2CCN(C(=O)N3CCOCC3)CC2)cc1	-8%	4%	9%	0%	i	8%	12	0%	12%
C[C@H](CO)N1C[C@H](C)[C@@H](CN(C)C(=O)Nc2ccc3c(c2)OCO3)Oc2c(NC(=O)Nc3ccc4c(c3)OCO4)cccc2C1=O	-18%	-5%	?	3%	i	-6%	44	6%	1%
Cc1[nH]c2ccc(-c3n[nH]c(=S)n3Cc3ccccc3)cc2c1C	-25%	11%	12%	6%	i	11%	-3	2%	10%
CCC(=O)NCCCc1nc2ccccc2n1Cc1ccccc1F	i	-2%	-8%	1%	i	14%	-14	0%	-11%
COc1ccc(/C=N\N=C2/SC(CC(=O)O)C(=O)N2c2ccc(O)cc2)cc1 (stereo unspecified)	i	-3%	-10%	3%	i	-9%	-21	-2%	-7%
COc1ccc(Nc2c(-c3ccc(C)o3)nc3cc(C)ccn23)cc1	-27%	?	29%	nt	nt	17%	nt	nt	-13%
Cc1ccc(NC(=O)COC(=O)c2ccc3c(c2)C(=O)N(CCc2ccccc2)C3=O)c(C)c1	-22%	12%	nt	1%	i	-8%	?	3%	-8%
COc1ccc(COc2cccc(C=O)c2)cc1	i	?	-38%	-24%	i	?	?	-2%	0%
Cc1c(NC(=O)CN2c3cccc4cccc(c34)S2(=O)=O)c(=O)n(-c2ccccc2)n1C	i	-5%	nt	-6%	i	0%	-16	-2%	-7%
C=CCNc1cc(C)oc(=O)c1C(=O)CC	i	87%[activator]	0%	0%	i	20%[9.22 µM]	6	12%	-15%
CS(=O)(=O)NC1c2cccc3cccc(c23)C1N1CCOCC1 (stereo unspecified)	-23%[57.5 µM]	1%	-11%	-5%	i	-16%	-17	-2%	-7%
Cc1ccc(SC(C)C(=O)NCc2ccncc2)cc1 (stereo unspecified)	i	6%[0.307 µM]	-7%	-12%	i	4%	-59*	-9%	12%
CC1CCN(C(=O)c2nc[nH]c2C(=O)N2CCC(C)CC2)CC1	i	3%	-22%	2%	i	4%	-11	6%	-1%
Cn1c(=O)c2c(SCc3cccc(C(F)(F)F)c3)nc(-c3ccco3)nc2n(C)c1=O	i	0%	9%	4%	i	-21%	-2	-8%	-5%
CN(C(=O)c1ccccc1)C(=O)c1ccccc1	i	8%	-10%	-3%	i	6%	18	-6%	7%
Cc1nc2ccc(S(=O)(=O)NCC(=O)NCCN3CCCCCC3)cc2s1	i	8%	-31%	-4%	i	-20%	?	2%	0%
O=CN/C=C/c1cccc(O)c1	i	5%	nt	-2%	i	0%	-2	0%	-3%
COC(=O)C1=C(C)N(CC2CC2)C(=O)N[C@H]1c1ccccc1	-22%	0%	10%	5%	i	17%	12	7%	3%

Compound activity from PubChem BioAssay.
